Compound activity from PubChem BioAssay.
IL1B secr inh – inflammasome signaling inhibition, IL-1 beta readout; THP-1 LPS/ATP IL-1B secretion, AlphaLISA, 16 h; active compounds read low; activity change, % at 57.5 µM; 360,000 tested, 4.7% active; in the data active = activity change below about -50%; inconclusive = mostly about -30% to -49%; also: % is scaled to controls: 0 for no effect and ±100 for the full control effect
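Secreted IL-1B measured by AlphaLISA bead assay after 16 h compound exposure of THP-1 cells; compounds (final up to 57.5 uM) added 1 h before LPS (250 ng/mL) and ATP (1.25 mM) stimulation; lower signal means less secretion.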
S2 tox – viability counter-screen for ATXN expression inhibitors | S2 cells (HEK-293 line with an ATXN2-luciferase reporter) viability, CellTiter-Fluor protease fluorescence, 24 h | Potency, µM (doses to about 56.7 µM), hits mostly cytotoxic | AID 651635 | 400,000 tested, 0.49% active; also: potency is read from the fitted curve at half-maximal effect; nearly all actives have a fitted effect of over 40% in size
MCF10A rerep – DNA re-replication induction in MCF 10a cells; 350,000 tested, 2.9% active; AID 624296; MCF 10A DNA re-replication, Hoechst nuclear intensity, 48 h; Potency, µM (series often up to 46.1 µM), for the others: top-dose activity, positive = re-replication, most hits filed as activators; also: potency is read from the fitted curve at half-maximal effect; % of control where 0% means no effect; nearly all actives have a fitted effect of over 50% in size
Nrf2 block – Nrf2 pathway inhibition. A549 ARE-Fluc reporter, luciferase luminescence, 18-24 h. Potency, µM (series often up to 46 µM), without a hit: at the highest dose activity change, negative = inhibition, hits mostly inhibitors. 360,000 tested, 2.1% active; also: potency is read from the fitted curve at half-maximal effect; % is scaled to controls: 0 for no effect and ±100 for the full control effect; nearly all actives have a fitted effect of over 60% in size
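Nrf2 activity is the BugLite luminescence, read 15 min after reagent at room temperature, following CellTiter-Fluor cytotoxicity readout (30 min, 37C). Compound titrations were applied for 18-24 h to 5000 A549 ARE_Fluc cells/well in 5% FBS OPTI-MEM.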
A549 tox – counter-screen for Nrf2 inhibitors: cytotoxicity in A549 cells. A549 ARE-Fluc cells, CellTiter-Fluor viability, 18-24 h. AID 504648. 390,000 tested, 0.16% active. Potency, µM (titrated, usually from 46 µM), for the others: at the highest dose activity change, negative = cytotoxicity, hits mostly inhibitors; also: potency is read from the fitted curve at half-maximal effect; % is scaled to controls: 0 for no effect and ±100 for the full control effect
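A549 ARE_Fluc cells in 5% FBS OPTI-MEM were exposed to compounds in concentration-response for 18-24 h at 37 deg C. Viability was read by CellTiter-Fluor fluorescence (Ex 405/Em 525) after 30 min, before the luciferase read.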
HepG2 viability – HepG2 cytotoxicity, counter-screen for TGF-b inhibitors | AID 588856 | 410,000 tested, 0.76% active | Potency, µM (highest dose often 46.1 µM), for inactives: at the top dose activity change, negative = cytotoxicity, most hits filed as cytotoxic | HepG2 CAGA-GFP viability, ATP luminescence, 18 h; also: potency is read from the fitted curve at half-maximal effect; some results filed as inactive show a strong effect at the top dose
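CellTiter-Glo luminescence gave cytotoxicity after 18 hours at 37 degrees C. The cells were HepG2 CAGA-GFP in 1% FBS DMEM, stimulated with 500 pg/mL TGF-beta after compound addition. %Activity was normalised to no-cell wells (complete cell-killing) and DMSO (no toxicity), and curves were fitted and classified.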
ATXN2 expr inh – ATXN2 expression inhibition; HEK-293 ATXN2-luciferase reporter, luminescence, 24 h; Potency, µM (series often up to 57 µM), without a hit: top-dose activity change, negative = inhibition, actives largely listed as inhibitors; 360,000 tested, 0.72% active; AID 1745845; also: potency is read from the fitted curve at half-maximal effect; % is scaled to controls: 0 for no effect and ±100 for the full control effect; nearly all actives have a fitted effect of over 55% in size
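qHTS (up to 57 uM final) was run with 24 h compound exposure of reporter cells at 37 °C. Each well was multiplexed: SteadyGlo luminescence measured ATXN2-luciferase expression after a fluorogenic Gly-Phe-AFC viability readout (25 uM final).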
Nrf2 activator – Nrf2 pathway activation; 410,000 tested, 0.31% active; AREc32 ARE-luciferase reporter (MCF7-derived line), luminescence, 24 h; Potency, µM (series often up to 46.1 µM), for the others: at the highest dose activation, actives largely listed as activators; also: potency is read from the fitted curve at half-maximal effect; % of control where 0% means no effect; nearly all actives have a fitted effect of over 65% in size
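AREc32_Fluc, 1000 cells/well, OPTI-MEM + 5% FBS, o/n 37 deg C 5% CO2; 23 nL cpd by pin tool, 24 hr; Steady-Glo 30 min RT, luminescence.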
TGFb SMAD3 inh – inhibitors of TGF-b signaling | HepG2 CAGA-GFP TGF-b/SMAD3 reporter, GFP fluorescence, 18 h; TGF-beta stimulated, 500 pg/mL final | Potency, µM (titrated, usually from 46.1 µM), for inactives: at the top dose activity, negative = inhibition, actives largely listed as inhibitors | 410,000 tested, 1.2% active | AID 588855; also: potency is read from the fitted curve at half-maximal effect; % is scaled to controls: 0 for no effect and ±100 for the full control effect; nearly all actives have a fitted effect of over 65% in size
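Inhibition of TGF-beta-driven CAGA-GFP reporter expression in HEPG2 cells is measured by cellular GFP fluorescence after 18 h stimulation with 500 pg/mL recombinant TGF-beta in 1% FBS medium at 37 degrees C.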
The depositor's hits bear a star; i = inactive; ? = inconclusive; . = no result given; & = joins results of further samples; [ ] = dose if it differs, or a comment. Unless noted, calls follow the shape of the dose curve; as a rule, active = well fitted curve in the direction sought with a large enough effect; inconclusive = small, poorly fitted or top-dose-only effect, or another doubt; inactive = no such curve, though single readings can be large; an effect the other way counts as inactive or inconclusive. No enrichment for hits; about 8.8% have a hit in one of these screens.

SMILES | IL1B secr inh | S2 tox | MCF10A rerep | Nrf2 block | A549 tox | HepG2 viability | ATXN2 expr inh | Nrf2 activator | TGFb SMAD3 inh
CCCn1c(N2CCN(S(=O)(=O)Cc3ccccc3)CC2)nc2ccccc21 | 35 | ? | ? | -4% | ? | -9% | 8% | -0.6% | -10%
CCn1c(SCC(=O)Nc2cc(Cl)ccc2OC)nnc1C1CC1 | 2 | i | -10% | 0% | -3% | 0% | 11% | 4.2% | 1%
Cc1ccc(NC(=O)CSC2=C(C#N)C(c3ccc4c(c3)OCO4)CC(=O)N2)cc1C (stereo not given) | ? | i | 3% | . | -14% | 0% | -8% | -0.2% | -7%
CC1CCCC(C)N1CCCNC(=O)CN1C(=O)c2cccnc2Oc2ccc(Cl)cc21 (stereo not given) | 12 | ? | -5% | 9% | 0% | -14% | 7% | -1.6% | -8%
CCC(=O)N(CCC(Cc1ccccc1)c1ccco1)Cc1ccco1 (stereo not given) | -29 | i | 1% | 16µM* | -18% | 20% | -31% | 4.0% | -24%
CCN(CC)c1ccc(C(=O)Nc2cccc(F)c2)cc1 | 0 | i | ? | ? | -23% | -3% | 54%[activator] | 0.2% | -18%
C[C@H](CO)N1C[C@H](C)[C@@H](CN(C)S(=O)(=O)c2cccs2)Oc2ccc(NC(=O)NC3CCCCC3)cc2C1=O | -26 | i | -4% | -13% | 0% | -27% | 6% | 0.9% | -15%
Cc1ccc(S(=O)(=O)N2CCN(c3ccc(C(F)(F)F)cc3[N+](=O)[O-])CC2)cc1 | -30 | i | 18% | 16µM* | -20% | -24% | -30% | 0.5% | ?
Cc1ccc(NC(=O)CN(C)C(=O)COC(=O)c2ccc(Cl)cc2O)cc1 | 0 | i | 2% | 13% | 0% | -2% | -17% | -0.2% | 2%
CC(C)[C@H](NS(=O)(=O)c1ccc2c(c1)OCCO2)C(=O)OCC(=O)Nc1ccccc1 | 18 | i | 6% | ? | -10% | 4% | 10% | 2.1% | -5%
COc1ccc(-c2oc3ccc(-c4ccc5c(c4)OCO5)cc3c2C#CC2(O)CCCCC2)cc1 | 13 | i | ? | -13% | -1% | -29% | -15% | 8.9% | -24%
COCCn1c(C2CCCCC2)nc2sc3ccccc3c(=O)c2c1=O | -13 | ? | 7% | 10% | 4% | 5% | 0% | 0.1% | 1%
COc1ccccc1NC(=O)C(C)OC(=O)COc1cccc2c1OC(C)(C)C2 (stereo not given) | -4 | i | -1% | 1% | 6% | 0% | 0% | 2.8% | 4%
CC(C)(C)NC(=O)CN(C(=O)CS(=O)CC(=O)Nc1ccc(F)cc1)c1ccccc1F (stereo not given) | 5 | i | -3% | 10% | -1% | 6% | 1%[11.3 µM] | -0.9% | 0%
COCCNc1nc(Oc2cccc3ccccc23)c2sccc2n1 | 14 | i | . | . | . | -4% | 2% | 4.2%[9.22 µM] | -21%
Cc1ccc(NC(=O)CCCCCCCCCCC2COCCO2)c(C)c1 (stereo not given) | 1 | i | -48%[inhibitor] | -16% | 2% | -1% | -27% | -0.2% | -7%
Nc1ccc(S(=O)(=O)N2CCc3ccccc32)cc1 | -5 | i | 3% | ? | -1% | -1% | -14% | 0.1% | 19%
Cn1nc(-c2ccccc2)cc1NC(=O)Nc1ccc(C(C)(C)C)cc1 | -54* | i | 4% | ? | -15% | -108% | . | 0.6% | ?
CCOc1ccc(-c2cccc(NS(=O)(=O)c3ccc(Cl)s3)c2)nn1 | . | i | . | . | 6% | -16% | -1% | 1.0% | -10%
CCOC(=O)C1CCCN(Cc2cc(=O)oc3cc(C)c(C(C)C)cc23)C1 (stereo not given) | 0 | i | ? | 0% | 26% | -10% | 3% | 2.1% | -4%
CC(C)(C)OC(=O)C[C@@H]1C/C=C\C[C@H](CC(=O)NCCO)C(=O)N2CCC[C@H]2COC1=O | 6 | i | ? | -1% | 5% | -4% | 0% | -1.1% | -1%
O=C(O)COc1ccccc1-c1ccccc1 | -1 | i | -2% | -3% | 1% | 0% | 21% | -0.6% | 0%
COc1cccc(N2C(=O)C(CC(=O)Nc3ccccc3)N(C3CCCCC3)C2=O)c1 (stereo not given) | -4 | i | 2% | 11% | 2% | 6% | 3% | -0.6% | ?
CCCCn1c(N)c(N(CC)C(=O)C(c2ccccc2)c2ccccc2)c(=O)[nH]c1=O | -6 | i | 4% | -3% | 1% | 4% | -10% | -0.3% | -1%
COc1ccc(NC(=O)CC2C(=O)N(c3ccc(F)cc3)C(=S)N2NC(=O)c2ccc(Cl)cc2)cc1 (stereo not given) | 20 | ? | ? | -5% | -8% | -5% | -14% | 0.0% | 2%
O=C(NNc1c(Cl)cccc1Cl)c1cccs1 | -15 | ? | -1% | 9% | -14% | 11% | -8% | -0.5% | -7%
O=C(CCCn1c(=S)[nH]c2ccccc2c1=O)NC1CCCC1 | -24 | . | 5% | 17% | 7% | -25% | . | -0.6% | 22%
Cc1ccccc1Cn1nc(C)c(NC(=O)c2cc3nc(-c4ccco4)cc(C(F)(F)F)n3n2)c1C | ? | i | -2% | 21µM* | -10% | -8% | -19% | 1.8% | ?
COCCn1c(SCC(=O)NCc2ccc3c(c2)OCO3)nnc1C(C)C | 5 | i | 0% | -15% | 2% | 1% | -12% | -0.2% | 8%
CC(C)c1ccc(-c2cc(C(=O)N3N=C(C(F)F)CC3(O)C(F)F)c3ccccc3n2)cc1 (stereo not given) | -56* | ? | 4.5µM* | . | ? | -99% | 5% | -1.9% | ?

Molecules shown so far containing an NH in an aromatic ring (two):
SMILES | IL1B secr inh | S2 tox | MCF10A rerep | Nrf2 block | A549 tox | HepG2 viability | ATXN2 expr inh | Nrf2 activator | TGFb SMAD3 inh
CCCCn1c(N)c(N(CC)C(=O)C(c2ccccc2)c2ccccc2)c(=O)[nH]c1=O | -6 | i | 4% | -3% | 1% | 4% | -10% | -0.3% | -1%
O=C(CCCn1c(=S)[nH]c2ccccc2c1=O)NC1CCCC1 | -24 | . | 5% | 17% | 7% | -25% | . | -0.6% | 22%

Continued:
SMILES | IL1B secr inh | S2 tox | MCF10A rerep | Nrf2 block | A549 tox | HepG2 viability | ATXN2 expr inh | Nrf2 activator | TGFb SMAD3 inh
COc1cc([N+](=O)[O-])ccc1NC(=O)c1nc2ccccc2n(C)c1=O | . | i | . | 4% | 4% | -6% | 0% | 6.3% | 5%
Cc1ccc(Cn2c(SCC(=O)NCC3CCCO3)nc3c(sc4ccccc43)c2=O)cc1 (stereo not given) | 4 | ? | 0% | 1% | . | 1% | -24% | 4.6% | 14%
COc1ccc(C(CNC(=O)c2ccc(NS(=O)(=O)c3cccc([N+](=O)[O-])c3)cc2)N2CCOCC2)cc1 (stereo not given) | 9 | ? | 0% | 5% | -6% | 2% | -7% | -1.0% | -9%
O=C(NCc1cccnc1)C(=O)NCC1OCCN1S(=O)(=O)c1ccc(Cl)cc1 (stereo not given) | 24 | i | 14% | -28% | -4% | -1% | 5% | -1.5% | 3%
Cc1ccccc1Cn1nc(C)c(NC(=O)c2noc3c2CCCC3)c1C | 10 | i | 3% | . | -3% | -38% | 27% | 0.0% | -2%
CN(C)CCOc1cc(Cl)cc(Cl)c1 | 26 | i | -9% | 5% | -2% | -7% | 2% | -0.4% | 1%
Cc1ccc(CNC(=O)CSc2nccn(-c3ccc(C)c(F)c3)c2=O)cc1 | 7 | i | 15% | 4% | 0% | -24% | -7% | -0.9% | -23%
CCn1c(SCC(=O)Nc2ccc3c(c2)OCCO3)nc2c(c1=O)SC(C)C2 (stereo not given) | 16 | i | 3% | ? | -1% | 11% | 19% | -0.1% | -13%
Cn1c(-c2sccc2OCc2ccc(Cl)cc2Cl)n[nH]c1=S | 9 | i | ? | -10% | -4% | -28% | -2% | 4.8% | -21%
N#CC1=CC2CN(Cc3ccccc3)C1C1C(=O)N(c3ccccc3)C(=O)C21 (stereo not given) | 0 | i | 6% | 6% | 1% | -5% | -6% | -0.5% | 0%
CCOc1ccc(NC(=S)N2CCC(N(C)CC3CCCO3)CC2)cc1 (stereo not given) | -1 | i | -2% | 11% | 14% | -3% | -1% | -0.2%[9.22 µM] | 4%
CCN(c1ccccc1C)S(=O)(=O)c1nnc(NC(=O)c2ccco2)s1 | 1 | i | 9% | ? | -8%&-6% | -18%&2% | 10% | 7.5%&11% | -1%&-1%
CCCCC1CC(CSC(=N)N)OC1=O (stereo not given) | -13 | i | 1% | 1% | -14% | -1% | 35%[activator] | -0.2% | 3%
Cc1ccc(NC(=O)CSc2nnc(-c3ccc([N+](=O)[O-])cc3)o2)c(C)c1 | . | i | . | 9% | 8% | -1% | 6% | -0.8% | 1%
O=C(NCCc1ccccc1)c1cccc(N2C(=O)C3CC=CCC3C2=O)c1 (stereo not given) | 0 | i | -2% | 0% | 0% | 5% | . | -0.3% | 14%
O=C(Nc1ccc(Br)c(Cl)c1)C1CC1 | 6 | i | 5% | 15µM* | -10% | -20% | -21% | 2.4% | -7%
Cc1ccccc1CN1CCCN(CC(=O)Nc2ccc3c(c2)OCCO3)S1(=O)=O | . | i | . | . | -3% | -24% | 11% | 0.0% | -22%
O=[N+]([O-])c1cccc(C(=Nc2cccc(Cl)c2)NO)c1 | -1 | i | 4% | -7% | -2% | -18% | -22% | 4.8% | ?
CCC[N+](CC#Cc1ccccc1)(CCC)CC(=O)OCC | 23 | i | 0% | 25% | 4% | 1% | -3% | -0.1% | -21%
COc1ccc(NC(=O)c2sc(=O)n(Cc3ccccc3C#N)c2C)cc1OC | 2 | i | . | . | . | 6% | ? | -0.7% | -3%
